V-ATPase pH = alters yeast V-ATPase proton transport. AID 504577. response, % at 10 µM. 0.37% of 350,000 active. S. cerevisiae, pHLuorin cytosolic pH fluorescence; in the data active means response mostly above about 7.3%, no sharp cut-off; inactive means mostly below about 5.4%; further: actives read high; inactives centre near 0; some compounds called inactive have numbers as strong as hits; reference of the scale not given here
Wnt bcat act = activates Wnt/beta-catenin signaling in a reporter cell assay | activator, plate reader | activation, % at 9.35 µM | 1.2% of 300,000 active | AID 743398; in the data active means activation above about 30%, passing the limit was not always enough;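 further: 0% = neutral control wells and 100% = positive control wells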
MITF act = MITF TRPM1 promoter activation in melanoma cells. SK-MEL-5 TRPM1-promoter luciferase, 24 h; % of positive control, neutral wells = 0. activation, % at 12.5 µM. 0.75% of 300,000 active;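 active means mean activation of at least 80% with every replicate also reaching 80%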;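 further: 0% = neutral control wells and 100% = parthenolide positive control wells; values of inactives mirror those of a sister screen read the other way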
dFosB activator = activators of mouse delta FosB homodimer. AID 493131. P13346. activation, % at 25 µM. 0.99% of 340,000 active. purified delta FosB, TAMRA-CDK5 oligo fluorescence polarization; percent of positive-control signal above neutral wells;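 active means mean activation above about 17%, with every replicate also reaching it, limit read from the data, passing the limit was not always enough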;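 further: fluorescence polarization rise as delta FosB binds a TAMRA Cdk5 AP-1 oligo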
Rtt109 HAT inh = C. albicans Rtt109 histone acetyltransferase inhibition; Q5AAJ8; purified Rtt109/Vps75, ThioGlo CoA-SH fluorescence, 4 h; inhibition, % at 34.9 µM; 0.16% of 330,000 active; AID 540336;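 active means inhibition of at least 50% in every replicate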
Target sequence (Q5AAJ8 whole entry, looked up): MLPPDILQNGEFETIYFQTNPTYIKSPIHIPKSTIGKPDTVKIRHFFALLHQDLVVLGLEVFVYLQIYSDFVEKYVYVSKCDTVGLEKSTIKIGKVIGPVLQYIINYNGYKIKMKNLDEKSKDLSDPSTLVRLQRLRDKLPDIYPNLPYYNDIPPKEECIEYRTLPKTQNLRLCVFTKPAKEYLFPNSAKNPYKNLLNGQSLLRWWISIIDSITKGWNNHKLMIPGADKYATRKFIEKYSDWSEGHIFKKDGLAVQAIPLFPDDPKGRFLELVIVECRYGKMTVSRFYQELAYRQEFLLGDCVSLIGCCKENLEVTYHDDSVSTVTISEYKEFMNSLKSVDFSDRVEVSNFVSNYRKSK
cardiac RTF act = increases calcium sensitivity of human cardiac regulated thin filaments; P19429+P45379; IANBD-labeled TnC RTF fluorescence at EC20 calcium; 0% EC20 calcium, 100% full calcium; activation, % at 7.2 µM; 0.24% of 340,000 active; AID 493008;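 active means activation above the mean over all tested compounds plus 3 SD, cut at about 30% in these data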;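 further: rise in fluorescence read as greater calcium sensitivity of cardiac thin filaments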
CDK5 p35 inh = CDK5/p35 (human) kinase inhibition. Recombinant CDK5/p35, ADP-Glo luminescence, 60 min. inhibition, % at 10 µM. Q00535+Q15078. 0.01% of 330,000 active. AID 488839;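 active means highest replicate inhibition of at least 50% and at least 75% of replicates reaching 50%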;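 further: plate controls were DMSO neutral control for no effect and GW8510 at 10 µM for full effect; many of its hits are not listed in these tables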
Target sequence (Q00535 whole entry, looked up): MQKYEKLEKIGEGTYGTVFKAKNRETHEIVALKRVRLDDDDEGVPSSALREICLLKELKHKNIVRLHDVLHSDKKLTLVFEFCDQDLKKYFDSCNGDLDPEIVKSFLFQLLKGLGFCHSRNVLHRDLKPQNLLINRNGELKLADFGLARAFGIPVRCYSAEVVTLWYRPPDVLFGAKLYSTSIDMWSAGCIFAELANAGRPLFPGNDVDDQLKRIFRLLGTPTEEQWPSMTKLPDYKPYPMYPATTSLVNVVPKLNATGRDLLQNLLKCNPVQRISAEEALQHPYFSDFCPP
Target sequence (Q15078 whole entry, looked up): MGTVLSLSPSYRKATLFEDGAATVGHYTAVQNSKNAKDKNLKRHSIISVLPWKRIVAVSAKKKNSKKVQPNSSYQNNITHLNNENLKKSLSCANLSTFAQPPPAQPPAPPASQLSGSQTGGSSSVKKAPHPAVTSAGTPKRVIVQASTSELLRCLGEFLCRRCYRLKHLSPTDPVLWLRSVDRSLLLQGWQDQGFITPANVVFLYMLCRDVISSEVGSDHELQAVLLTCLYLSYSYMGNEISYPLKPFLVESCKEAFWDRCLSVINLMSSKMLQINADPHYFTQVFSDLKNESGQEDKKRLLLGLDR
CAL PDZ FP-1 = inhibitors of human CAL PDZ peptide binding. Q9HD26. purified CAL PDZ, TMR-peptide fluorescence polarization, 1 h. inhibition, % at 20 µM. 0.02% of 330,000 active. AID 504414;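 active means highest replicate inhibition of at least 40%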;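 further: plate controls were DMSO neutral control wells for no effect and unlabeled competitor peptide control wells for full effect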
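material = purified tagged CAL PDZ domain construct (CerCALP) | compound dosing = 20 µM, one dose | times = 1 h at RT | measured by = fluorescence polarization from S- and P-plane intensities, G-factor corrected | read-out = inhibition from polarization loss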
Tat transport = inhibitors of E. coli Tat protein transport; E. coli MC4100 TorA-mCherry Tat export, fluorescence; inhibition, % at 10 µM; 0.036% of 340,000 active; AID 488895;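 active means mean replicate inhibition at least 50% and at least half of replicates individually reaching 50%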;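 further: exported cargo escapes ClpAP degradation while cytoplasmic cargo is degraded and loses fluorescence; 0% = median of neutral control wells and 100% = median of NaSCN control wells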
CAL PDZ FP-2 = blocks peptide binding to the human CAL PDZ domain | purified CAL PDZ, TMR-peptide fluorescence polarization, 1 h | 0.92% of 300,000 active | AID 602252 | inhibition, % at 24.9 µM;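 active means mean inhibition of at least 30% with at least half of replicates also reaching 30%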;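 further: 0% = DMSO neutral control and 100% = excess unlabeled competitor peptide PRC23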
The depositor's hits bear a star.

Screening COc1ccc(S(=O)(=O)N2CCOCC2)cc1NC(=O)CN1C(=O)NC2(CCCC2)C1=O returned V-ATPase pH 0, Wnt bcat act -4, MITF act 5, dFosB activator 0, Rtt109 HAT inh 2, cardiac RTF act -5, CDK5 p35 inh -0.7, CAL PDZ FP-1 0.0, Tat transport -6 and CAL PDZ FP-2 0.
Screening CC(Oc1ccc(Cl)cc1)c1ccnc(N)n1 (stereo unspecified) returned V-ATPase pH 3, Wnt bcat act -2, MITF act -1, dFosB activator -9, Rtt109 HAT inh -1, cardiac RTF act 4, CDK5 p35 inh -0.7, CAL PDZ FP-1 -0.8, Tat transport 8 and CAL PDZ FP-2 -6.
Screening O=C(CN1CCC(NC(=O)c2ccccc2)CC1)NCc1ccccc1F returned V-ATPase pH -1, Wnt bcat act -1, MITF act -3, dFosB activator 4, Rtt109 HAT inh -2, cardiac RTF act 0, CDK5 p35 inh 0.3, CAL PDZ FP-1 0.4, Tat transport 2 and CAL PDZ FP-2 3.
For COc1ccc(C2CC(c3cccs3)=NN2C(=O)CSc2nncn2C)cc1OC (stereo unspecified) the results were V-ATPase pH -2, Wnt bcat act 4, MITF act -15, dFosB activator -7, Rtt109 HAT inh 7, cardiac RTF act -3, CDK5 p35 inh -0.2, CAL PDZ FP-1 -0.6 and Tat transport -2.
CN(CC1CCCO1)S(=O)(=O)c1ccc(C(=O)N2CCN(c3ccccc3)CC2)cc1 (stereo unspecified) was read as V-ATPase pH -2, Wnt bcat act -2, MITF act 2, dFosB activator -3, Rtt109 HAT inh -5, cardiac RTF act -1, CDK5 p35 inh 1.0, CAL PDZ FP-1 -0.4, Tat transport 2 and CAL PDZ FP-2 active.
Screening Cn1c(SCC2CCCO2)nnc1-c1ccncc1 (stereo unspecified) returned V-ATPase pH 0, Wnt bcat act 2, MITF act -9, dFosB activator -5, Rtt109 HAT inh -2, cardiac RTF act 0, CDK5 p35 inh -0.6, Tat transport -1 and CAL PDZ FP-2 0.
`CC(Sc1nnc(-c2cccnc2)n1C)C(=O)N1CCOCC1` (stereo unspecified) gave V-ATPase pH -1, Wnt bcat act 1, MITF act 2, dFosB activator 2, Rtt109 HAT inh -4, cardiac RTF act -2, CDK5 p35 inh -6.1, CAL PDZ FP-1 -1.6, Tat transport 1 and CAL PDZ FP-2 -2.
Screening O=C(CSc1nc(-c2ccccc2)cc(=O)[nH]1)Nc1ccc(Br)cc1 returned V-ATPase pH 1, Wnt bcat act 3, MITF act 3, dFosB activator -9, Rtt109 HAT inh -2, cardiac RTF act -3, CDK5 p35 inh -0.4, CAL PDZ FP-1 1.1, Tat transport -10 and CAL PDZ FP-2 0.
For O=C(NC1CCCC1)C(c1ccco1)N(C(=O)c1ccco1)c1ccccc1 (stereo unspecified) the results were V-ATPase pH 9, Wnt bcat act 0, MITF act -4, dFosB activator 3, Rtt109 HAT inh -5, cardiac RTF act 0, CDK5 p35 inh -0.2, CAL PDZ FP-1 -3.0, Tat transport -7 and CAL PDZ FP-2 -2.
CCOc1cc(/C=N/NC(=O)c2ccc(O)cc2)ccc1Oc1nc(Cl)ncc1F was read as V-ATPase pH -1, Wnt bcat act 0, MITF act 0, dFosB activator 3, Rtt109 HAT inh -1, cardiac RTF act -1, CDK5 p35 inh -0.4, CAL PDZ FP-1 -4.6, Tat transport 2 and CAL PDZ FP-2 -5.
For O=c1c2ccccc2[nH]c(=S)n1CCC1=CCCCC1 the results were V-ATPase pH 1, Wnt bcat act 11, MITF act 19, dFosB activator 1, Rtt109 HAT inh -1, cardiac RTF act -6, CDK5 p35 inh 0.5, CAL PDZ FP-1 -1.2, Tat transport -2 and CAL PDZ FP-2 -1.
COc1cccc(C2NC(=O)NC(C)=C2C(=O)Nc2cc(OC)ccc2OC)c1 (stereo unspecified) was read as V-ATPase pH 8, Wnt bcat act -3, MITF act -5, dFosB activator -4, Rtt109 HAT inh -1, cardiac RTF act 9, CDK5 p35 inh -0.8, CAL PDZ FP-1 0.5, Tat transport -12 and CAL PDZ FP-2 -7.
`CN(Cc1nc2ccccc2n1C)S(C)(=O)=O` gave V-ATPase pH 0, dFosB activator -3, Rtt109 HAT inh -5, cardiac RTF act 1, CDK5 p35 inh -0.6, CAL PDZ FP-1 -0.6, Tat transport -6 and CAL PDZ FP-2 -1.
For CC(=O)c1cccc(NC(=S)N2CCN(CCN3C(=O)c4cccc5cccc(c45)C3=O)CC2)c1 the results were V-ATPase pH 7, Wnt bcat act 1, MITF act -7, dFosB activator -9, Rtt109 HAT inh -11, cardiac RTF act 4, CDK5 p35 inh -2.8, CAL PDZ FP-1 -1.0, Tat transport -3 and CAL PDZ FP-2 -3.
O=C(O)c1cccc2c1C(=O)c1cc(Br)ccc1S2(=O)=O was read as V-ATPase pH -5, Wnt bcat act 0, MITF act -1, dFosB activator -4, Rtt109 HAT inh 0, cardiac RTF act 4, CDK5 p35 inh -7.6, CAL PDZ FP-1 0.4, Tat transport 7 and CAL PDZ FP-2 -1.
Screening CS(=O)(=O)N(CC(=O)NCCSc1ccccc1)c1ccc2c(c1)OCO2 returned V-ATPase pH 2, Wnt bcat act -3, MITF act -3, dFosB activator -10, Rtt109 HAT inh 1, cardiac RTF act 4, CDK5 p35 inh 0.2, CAL PDZ FP-1 -1.8, Tat transport -7 and CAL PDZ FP-2 1.
`CS(=O)(=O)N(CC(=O)O)c1cccc(Cl)c1` gave V-ATPase pH -2, Wnt bcat act -4, MITF act 12, dFosB activator 2, Rtt109 HAT inh -2, cardiac RTF act 4, CDK5 p35 inh -0.7, CAL PDZ FP-1 -2.1, Tat transport 4 and CAL PDZ FP-2 -1.
For Cc1cccc(OCCNc2nc3c(c(=O)n(C)c(=O)n3C)n2C)c1 the results were V-ATPase pH -2, MITF act 12, dFosB activator -5, Rtt109 HAT inh -2, cardiac RTF act -2, CDK5 p35 inh 0.1, CAL PDZ FP-1 1.2 and Tat transport 7.
Screening CC(=O)NC(=O)NC1CSCC1OC(C)=O (stereo unspecified) returned V-ATPase pH 1, MITF act -1, dFosB activator -4, Rtt109 HAT inh -5, cardiac RTF act 2, CDK5 p35 inh -15, CAL PDZ FP-1 -1.2 and Tat transport 0.
Screening CC[n+]1ccccc1/C=C/Nc1ccccc1 returned V-ATPase pH -3, Wnt bcat act 4, MITF act 4, dFosB activator 2, Rtt109 HAT inh 8, cardiac RTF act 3, CDK5 p35 inh -1.1, CAL PDZ FP-1 0.1 and Tat transport 4.
For CCC[C@H]1COCCS(=O)(=O)N1Cc1ccccc1 the results were V-ATPase pH 3, Wnt bcat act -1, MITF act -2, dFosB activator 13, Rtt109 HAT inh 1, cardiac RTF act 0, CDK5 p35 inh -0.1, CAL PDZ FP-1 0.2, Tat transport -16 and CAL PDZ FP-2 3.
Screening CC(=O)c1c(C)nc(-c2ccc(OCC(=O)Nc3ccccc3)cc2)n1O returned V-ATPase pH 1, Wnt bcat act 0, MITF act 4, dFosB activator -5, Rtt109 HAT inh -13, cardiac RTF act -5, CDK5 p35 inh 1.5, CAL PDZ FP-1 1.3 and Tat transport -4.
For Cc1ccc(NC(=O)COC(=O)C(CC(C)C)N2C(=O)C3CC=CCC3C2=O)c(C)c1 (stereo unspecified) the results were V-ATPase pH 4, MITF act 7, dFosB activator -3, Rtt109 HAT inh -5, cardiac RTF act 2, CDK5 p35 inh -1.7, CAL PDZ FP-1 -1.5, Tat transport -2 and CAL PDZ FP-2 -1.
For O=C(Nc1ccc(S(=O)(=O)N2CCCC2)cc1)C1COc2ccccc2O1 (stereo unspecified) the results were V-ATPase pH 2, Wnt bcat act 0, dFosB activator -19, Rtt109 HAT inh 0, cardiac RTF act 4, CDK5 p35 inh 2.1, CAL PDZ FP-1 -0.9 and Tat transport 0.
For CCc1nnc(NC(=O)C2CCN(C(=O)c3ccccc3C)CC2)s1 the results were V-ATPase pH 4, Wnt bcat act -1, MITF act 7, dFosB activator -11, Rtt109 HAT inh 8, cardiac RTF act 1, CDK5 p35 inh 2.2, CAL PDZ FP-1 -0.4, Tat transport -3 and CAL PDZ FP-2 5.
For Cc1cccc(N(CC(N)=O)C2SC(=O)NC2=O)c1 (stereo unspecified) the results were V-ATPase pH 2, MITF act -2, dFosB activator 1, Rtt109 HAT inh 4, cardiac RTF act -3, CDK5 p35 inh -0.2, Tat transport -3 and CAL PDZ FP-2 -1.
For CC(=O)c1ccc(OC(=O)c2cccs2)cc1 the results were V-ATPase pH -3, MITF act -5, dFosB activator 3, Rtt109 HAT inh 10, cardiac RTF act -8, CDK5 p35 inh 1.0, CAL PDZ FP-1 -0.8, Tat transport -5 and CAL PDZ FP-2 0.
COC(=O)C1Cc2ccccc2CN1S(=O)(=O)c1ccc(C)cc1 (stereo unspecified) was read as V-ATPase pH -1, Wnt bcat act 0, MITF act -8, dFosB activator -13, Rtt109 HAT inh -5, cardiac RTF act -6, CDK5 p35 inh 0.7, CAL PDZ FP-1 -0.4, Tat transport 2 and CAL PDZ FP-2 0.
For O=C(O)CSCC(=O)NCc1ccccc1 the results were V-ATPase pH 6, Wnt bcat act -1, MITF act 2, dFosB activator -7, Rtt109 HAT inh -3, cardiac RTF act -2, CDK5 p35 inh -0.3, CAL PDZ FP-1 0.3, Tat transport 2 and CAL PDZ FP-2 -3.
For O=C(CCCCCNC(=S)Nc1ccc(Cl)cc1)C[N+](=O)[O-] the results were V-ATPase pH 1, Wnt bcat act 10, MITF act 5, dFosB activator -11, Rtt109 HAT inh -8, cardiac RTF act -2, CDK5 p35 inh 0.2, CAL PDZ FP-1 -0.3, Tat transport 0 and CAL PDZ FP-2 -2.
O=C(NC1CCC(O)CC1)c1ccc(Br)o1 (stereo unspecified) was read as V-ATPase pH 4, Wnt bcat act 2, MITF act 10, dFosB activator 0, Rtt109 HAT inh 11, cardiac RTF act 2, CDK5 p35 inh -3.7, CAL PDZ FP-1 -0.3, Tat transport -8 and CAL PDZ FP-2 -2.
COc1ccc(OC)c(C(=O)c2coc3ccc(O)cc23)c1 was read as V-ATPase pH -1, Wnt bcat act 8, dFosB activator -3, Rtt109 HAT inh -5, cardiac RTF act 1, CDK5 p35 inh -4.0, CAL PDZ FP-1 -1.0, Tat transport -10 and CAL PDZ FP-2 -4.
Screening O=C1CCc2cc(S(=O)(=O)N3CCC(C(=O)NC4CCCc5ccccc54)CC3)ccc2N1 (stereo unspecified) returned V-ATPase pH 1, Wnt bcat act -7, MITF act -10, dFosB activator -4, Rtt109 HAT inh -13, cardiac RTF act -1, CDK5 p35 inh -1.0, CAL PDZ FP-1 -0.7, Tat transport 14 and CAL PDZ FP-2 -2.
For CC(C)(C)OC(=O)CN1c2cccc3cccc(c23)S1(=O)=O the results were V-ATPase pH 2, Wnt bcat act 2, MITF act 0, dFosB activator -9, Rtt109 HAT inh -4, cardiac RTF act 4, CDK5 p35 inh 3.3, CAL PDZ FP-1 -1.2, Tat transport -2 and CAL PDZ FP-2 -3.

Quoted at random: 2 entries already listed, in no set order.
For Cc1cccc(N(CC(N)=O)C2SC(=O)NC2=O)c1 (stereo unspecified) the results were V-ATPase pH 2, MITF act -2, dFosB activator 1, Rtt109 HAT inh 4, cardiac RTF act -3, CDK5 p35 inh -0.2, Tat transport -3 and CAL PDZ FP-2 -1.
For O=C(NC1CCCC1)C(c1ccco1)N(C(=O)c1ccco1)c1ccccc1 (stereo unspecified) the results were V-ATPase pH 9, Wnt bcat act 0, MITF act -4, dFosB activator 3, Rtt109 HAT inh -5, cardiac RTF act 0, CDK5 p35 inh -0.2, CAL PDZ FP-1 -3.0, Tat transport -7 and CAL PDZ FP-2 -2.
